Source: PubChem BioAssay (Broad Institute)
GASC1 inh: inhibitors of human demethylase GASC-1 KDM4C. Q9H3R0. GST-KDM4C 2-372, H3K9me3 peptide, LANCE TR-FRET. inhibition, % at 12.5 µM. 0.15% of 96,000 active;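 active means mean replicate inhibition above about 25%, with at least 55% of replicates also reaching it, limit read from the data, passing the limit was not always enough; inconclusive means only one of those two conditions met; inactive means neither condition met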
Target sequence (Q9H3R0 2-372 limits assumed): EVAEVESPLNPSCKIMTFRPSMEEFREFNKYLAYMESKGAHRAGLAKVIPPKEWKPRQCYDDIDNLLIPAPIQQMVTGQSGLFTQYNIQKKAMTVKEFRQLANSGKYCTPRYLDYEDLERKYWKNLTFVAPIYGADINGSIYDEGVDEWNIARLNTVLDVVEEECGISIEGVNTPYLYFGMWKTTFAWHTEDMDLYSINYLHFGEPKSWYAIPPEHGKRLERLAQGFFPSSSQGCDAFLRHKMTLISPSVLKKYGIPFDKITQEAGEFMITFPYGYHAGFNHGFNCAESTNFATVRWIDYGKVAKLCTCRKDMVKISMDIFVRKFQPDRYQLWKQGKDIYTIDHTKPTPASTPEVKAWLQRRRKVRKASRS
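Test system – GST-tagged GASC-1 (JMJD2C) catalytic fragment, aa 2-372 · Medium – HEPES buffer, pH 7.5, plus ascorbate · Reagent – H3K9me3 peptide with Fe(II)/2OG · Compound – one test concentration per compound · Timing – 30 min reaction, 60 min detection, RT · Technique – TR-FRET with Eu antibody and ULight streptavidin, EDTA stop · Read-out basis – inhibition from TR-FRET ratio decrease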
C diff growth: blocks growth of Clostridium difficile; Clostridium difficile clinical isolate growth, OD600, 24 h; stronger effect = lower value; growth activity, negative = inhibition, % at 16 µg/mL (by protocol); 0.25% of 86,000 active;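 active means mean growth activity at or below -80% and every replicate also at or below -80%; inconclusive means mean at or below -80% but some replicate above -80%; inactive means mean growth activity above -80%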;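 further: 0% = DMSO wells and -100% = levofloxacin 16 µg/mL wells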
T cruzi growth: blocks T. cruzi growth in NIH3T3 culture | T. cruzi beta-gal in NIH3T3, GalScreen luminescence, 90 h | inhibition, % at 8.34 µM | 5.9% of 77,000 active;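 active means mean inhibition above about 93%, with at least 55% of replicates each passing it, limit read from the data, passing the limit was not always enough; inconclusive means only one of those two conditions holds; inactive means neither condition holds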
Pf Dd2 growth: blocks growth of Plasmodium falciparum Dd2 parasites. 2.3% of 94,000 active. P. falciparum Dd2 growth, SYBR Green, 72 h; stronger effect = lower value. activity change, % at 10 µM; in the data active means activity change below about -80%; inconclusive means no clear call, values can overlap the other calls
* marks the source's active call; other numbers are inactive results; ? = inconclusive; . = not tested or not shown; & = joins results of further samples. Hits appear at their usual frequency, and some 7.2% of all compounds hit somewhere here.

Start of the listing, in advance:
SMILES	GASC1 inh	C diff growth	T cruzi growth	Pf Dd2 growth
Cc1ccc(S(=O)(=O)N[C@@H]2CC[C@@H](CC(=O)NCCc3ccncc3)O[C@H]2CO)cc1	0.5	1	38	1
CCC(=O)N1C[C@H](C)[C@@H](OC)CN(C)C(=O)c2cc(NC(=O)C3CC3)ccc2OC[C@@H]1C	0.6	2	5	-7
O=C(N[C@H]1CC[C@@H](CCNC(=O)C2CCC2)O[C@@H]1CO)c1ccccn1	-0.1	1	.	7
COc1ccc2c3c([nH]c2c1)[C@H](CO)N(C(=O)c1ccccc1)CC31CCN(C(=O)CC2CC2)CC1	-0.2	-9	.	-76
C/C=C/c1ccc([C@H]2[C@@H](CO)N(C(C)=O)[C@H]2CN(C)S(C)(=O)=O)cc1	2.0	-3	14	10

All compounds of this part, from the first entry:
SMILES	GASC1 inh	C diff growth	T cruzi growth	Pf Dd2 growth
Cc1ccc(S(=O)(=O)N[C@@H]2CC[C@@H](CC(=O)NCCc3ccncc3)O[C@H]2CO)cc1	0.5	1	38	1
CCC(=O)N1C[C@H](C)[C@@H](OC)CN(C)C(=O)c2cc(NC(=O)C3CC3)ccc2OC[C@@H]1C	0.6	2	5	-7
O=C(N[C@H]1CC[C@@H](CCNC(=O)C2CCC2)O[C@@H]1CO)c1ccccn1	-0.1	1	.	7
COc1ccc2c3c([nH]c2c1)[C@H](CO)N(C(=O)c1ccccc1)CC31CCN(C(=O)CC2CC2)CC1	-0.2	-9	.	-76
C/C=C/c1ccc([C@H]2[C@@H](CO)N(C(C)=O)[C@H]2CN(C)S(C)(=O)=O)cc1	2.0	-3	14	10
COCC#Cc1ccc2c(c1)O[C@@H](CN(C)C(=O)C1CCCCC1)[C@H](C)CN([C@@H](C)CO)S2(=O)=O	-1.4	0	57	-41
CCCC#Cc1ccc([C@@H]2[C@@H](CO)N3C(=O)CN(C(=O)Nc4ccc(F)cc4)C[C@@H]23)cc1	-0.9	42	.	-12
C[C@@H]1CN([C@@H](C)CO)C(=O)c2cc(NC(=O)Cc3cn(C)c4ccccc34)ccc2O[C@H]1CN(C)C(=O)Nc1ccc(F)cc1	-0.5	-4	9	-16
O=C(C[C@H]1CC[C@H](NC(=O)Nc2ccccc2F)[C@H](CO)O1)NCc1ccc(F)cc1	-0.8	16	.	33
C[C@H]1CN([C@@H](C)CO)C(=O)c2cccc(NC(=O)C3CC3)c2O[C@@H]1CN(C)S(=O)(=O)c1ccc(Cl)cc1	3.2	-4	56	-1
O=C(C[C@@H]1CC[C@@H](NC(=O)Cc2cccnc2)[C@@H](CO)O1)Nc1ccccc1	0.2	-3	.	56
CC(C)NC(=O)Nc1ccc2c(c1)C(=O)N([C@@H](C)CO)C[C@H](C)[C@@H](CN(C)C(=O)NC1CCCCC1)O2	-1.2	7	4	15
COc1ccccc1NC(=O)N1C[C@@H](O)COC[C@H]2O[C@@H](CC(=O)N3CCC(Cc4ccccc4)CC3)CC[C@@H]21	-0.9	88&57	57	-46
Cc1ccc(S(=O)(=O)Nc2ccc3c(c2)CC(=O)N([C@@H](C)CO)C[C@H](C)[C@@H](CN(C)Cc2ccc4c(c2)OCO4)O3)cc1	5.2	-12	87	12
COc1cccc(CN(C)C[C@@H]2OCc3ccccc3-c3c(n(C)c4ccccc34)C(=O)N([C@H](C)CO)C[C@H]2C)c1	-1.2	-8	.	?
O=C(C[C@H]1C[C@@H]2c3cc(NC(=O)C4CCC4)ccc3O[C@@H]2[C@H](CO)O1)NCc1ccccn1	0.5	-9	11	13
O=C(Cc1ccccc1)N1CC2(C1)[C@H](c1ccccc1)[C@@H](CO)N2C(=O)Cc1ccccc1	-1.3	-16	.	-5
CCCNC(=O)Nc1ccc2c(c1)OC[C@@H](C)N(Cc1cncnc1)C[C@H](C)[C@H](OC)CN(C)C2=O	2.2	.	58	-1
O=C(NCCc1ccncc1)[C@H]1[C@H](CO)[C@H]2Cn3c(ccc(-c4ccncc4)c3=O)[C@@H]1N2	-0.9	1	57	4
O=C(NCC[C@H]1CC[C@@H](NC(=O)C2CCCC2)[C@H](CO)O1)c1ccc(F)cc1	-0.2	0	.	-20
C[C@@H]1CCCCO[C@H](CN(C)C(=O)CCC(F)(F)F)[C@@H](C)CN([C@@H](C)CO)C(=O)c2cc(NC(=O)c3ccccc3)ccc2O1	1.4	3	24	-62
CC(C)CC#Cc1ccc([C@H]2[C@H]3CN(C(=O)c4cnccn4)CC(=O)N3[C@H]2CO)cc1	-1.9	-8	.	6
Cc1ccc(S(=O)(=O)Nc2ccc3c(c2)C(=O)N([C@H](C)CO)C[C@@H](C)[C@H](CN(C)S(=O)(=O)c2ccccc2)OCCCC[C@H](C)O3)cc1	0.0	-11	105*	-44
C[C@H](O)C#Cc1ccc([C@H]2[C@H](CO)N3CCCCN(C(=O)c4ccncc4)C[C@@H]23)cc1	0.1	-8	-23	-13
C[C@@H]1CN([C@H](C)CO)C(=O)Cc2cc(NC(=O)Nc3ccccc3)ccc2O[C@H]1CN(C)Cc1ccc(C(F)(F)F)cc1	1.3	-4	64	-51
C[C@@H]1CN([C@@H](C)CO)C(=O)c2cc(NC(=O)Nc3ccc4c(c3)OCO4)ccc2O[C@@H](C)CCCCO[C@@H]1CN(C)CC1CCCCC1	.	2	-43	-79
CC=Cc1ccc2n(c1=O)C[C@@H]1[C@@H](CO)[C@H](C(=O)NC3Cc4ccccc4C3)N(CCC)[C@H]21 (mixture of isomers)	3.9	9	26	-17
COC(=O)[C@@H]1[C@@H](CO)[C@@H]2Cn3c(ccc(-c4ccc(OC)cc4)c3=O)[C@@H]2N1C	?	4	39	.
C[C@@H]1CN([C@@H](C)CO)C(=O)c2cccc(NC(=O)C3CCCCC3)c2O[C@@H]1CN(C)S(=O)(=O)c1ccc(F)cc1	-1.8	-11	44	-61
C[C@H](CO)N1C[C@H](C)[C@@H](CN(C)C(=O)Nc2ccc3c(c2)OCO3)Oc2c(NC(=O)c3cnccn3)cccc2C1=O	1.9	.	-15	2
COCC(=O)N1CCCCN2[C@H](C1)[C@@H](c1ccc(-c3cccc(C)c3)cc1)[C@@H]2CO	-0.4	-11	84	8
CO[C@H]1CN(C)C(=O)c2ccc(NC(=O)Nc3ccc(C(F)(F)F)cc3)cc2OC[C@H](C)NC[C@@H]1C	-1.9	7	.	-25
C[C@@H]1CN([C@H](C)CO)C(=O)c2c(c3ccccc3n2C)-c2ccccc2CO[C@@H]1CN(C)Cc1cccc(C(F)(F)F)c1	-2.9	23	.	-87*
CC=Cc1ccc2n(c1=O)C[C@H]1[C@H](CO)[C@@H](C(=O)N3CCc4ccccc4C3)[C@@H]2N1CCC (mixture of isomers)	-0.2	-1	103*	-8
COc1ccccc1NC(=O)N[C@@H]1CC[C@@H](CCNC(=O)Cc2ccccn2)O[C@@H]1CO	0.8	1	.	4
C[C@@H]1CN([C@H](C)CO)C(=O)CCCn2cc(nn2)CO[C@@H]1CN(C)Cc1cccnc1	1.3	-4	65	10
COc1ccccc1C#Cc1ccc2c(c1)[C@@H]1[C@@H](CCN1C(=O)c1ccc(F)cc1)[C@H](CO)N2	-3.1	11	.	-32
C[C@H]1CN([C@@H](C)CO)C(=O)c2c(c3ccccc3n2C)-c2ccccc2CO[C@H]1CN(C)Cc1ccc(F)cc1	0.8	30	.	-49
CS(=O)(=O)Nc1ccc2c(c1)[C@@H]1C[C@@H](CC(=O)NCc3ccccn3)O[C@@H](CO)[C@@H]1O2	1.3	2	22	20
CN(C)C(=O)C[C@H]1CC[C@@H](NS(=O)(=O)c2ccccc2)[C@H](CO)O1	-0.5	.	-90	-71
C/C=C/c1cnc2c(c1)C(=O)N([C@@H](C)CO)C[C@@H](C)[C@@H](CN(C)Cc1cccc(C(=O)O)c1)O2	-3.7	0	.	12
COc1ccccc1-c1ccc(C2[C@H]3CNC[C@@H]2N3C(=O)Nc2ccccc2Cl)cc1 (some centres undefined)	-0.7	16	.	-5
O=C(C[C@@H]1C[C@@H]2c3cc(NS(=O)(=O)c4ccc(F)cc4)ccc3O[C@@H]2[C@@H](CO)O1)N1CCc2ccccc2C1	-2.2	-8	115*	-64
CC(C)C#Cc1ccc2c(c1)O[C@H](CN(C)C(=O)NC(C)C)[C@H](C)CN([C@@H](C)CO)S2(=O)=O	0.1	1	66	17
COc1ccc(-c2ccc([C@H]3[C@H]4CN(C(=O)NC(C)C)CCCCN4[C@H]3CO)cc2)cc1	0.4	0	37	-3
C[C@H](CO)N1C[C@H](C)[C@@H](CN(C)S(=O)(=O)c2ccc(Cl)cc2)Oc2ccc(NS(=O)(=O)c3ccccc3)cc2C1=O	-2.0	.	16	-21
CCCNC(=O)N1[C@@H]2CNC[C@H]1C2c1ccc(/C=C/c2ccccc2)cc1 (some centres undefined)	-1.0&-2.5	53&-3	.	-16&-14
C[C@@H]1CN([C@@H](C)CO)C(=O)Cc2cc(NC(=O)c3ccncc3)ccc2O[C@@H]1CN(C)Cc1ccc(Oc2ccccc2)cc1	-0.1	-12	100	-11
CCS(=O)(=O)Nc1ccc2c(c1)C(=O)N(C)C[C@H](OC)[C@@H](C)CN(CC1CCCC1)[C@H](C)CO2	-0.7	-4	-35	-43
C[C@H](CO)N1C[C@H](C)[C@H](CN(C)C(=O)Nc2ccc(F)cc2)Oc2ccc(NC(=O)Nc3cccc4ccccc34)cc2CC1=O	-1.2	-3	20	-20
Cc1ccc(S(=O)(=O)N(C)C[C@@H]2Oc3ccc(NC(=O)Nc4ccc(C(F)(F)F)cc4)cc3CC(=O)N([C@H](C)CO)C[C@@H]2C)cc1	0.7	17	67	-7
O=S(=O)(c1ccc(Cl)cc1)N1[C@@H]2CNC[C@H]1C2c1ccc(-c2cccnc2)cc1 (some centres undefined)	0.1&-0.6	-9&-8	.	13&1
C[C@@H]1CN([C@H](C)CO)S(=O)(=O)c2ccc(C#Cc3ccc(F)cc3)cc2O[C@H]1CN(C)C(=O)NC1CCCCC1	-1.6	0	87	-59
CCCN1C[C@H](C)[C@H](OC)CN(C)C(=O)c2ccc(NC(=O)c3cccc(OC)c3)cc2OC[C@H]1C	1.6	0	-15	3
CO[C@H]1CN(C)C(=O)c2cc(NC(=O)CC(F)(F)F)ccc2OC[C@@H](C)N(S(=O)(=O)c2cn(C)cn2)C[C@H]1C	1.7	.	.	5
C[C@@H]1CN([C@@H](C)CO)C(=O)c2cc(NC(=O)c3ccncc3)ccc2O[C@H]1CN(C)C(=O)NC1CCCCC1	-1.3	-2	.	8
C[C@@H]1CCCCO[C@@H](CN(C)C(=O)Nc2ccccc2)[C@@H](C)CN([C@H](C)CO)C(=O)c2cc(NC(=O)Nc3ccc(F)cc3)ccc2O1	-0.9	.	20	25
C[C@H]1CN([C@@H](C)CO)C(=O)c2cc(NC(=O)Cc3ccccc3)ccc2O[C@@H]1CN(C)S(=O)(=O)c1ccccc1	0.4	-4	8	-32
C[C@H](CO)N1C[C@H](C)[C@@H](CN(C)Cc2ccccc2)OCCCC[C@H](C)Oc2ccc(NC(=O)c3ccccc3)cc2C1=O	-0.8	-5	86	11
CC(=O)N1CCCCN2[C@@H](CO)[C@H](c3ccc(-c4ccccc4)cc3)[C@@H]2C1	7.4	-20	104*	-13

More records
SMILES	GASC1 inh	C diff growth	T cruzi growth	Pf Dd2 growth
CC(C)CC#Cc1ccc([C@@H]2[C@H](CO)N3C(=O)CN(C(=O)Nc4cc(F)ccc4F)C[C@@H]23)cc1	-0.3	1	.	-45
CS(=O)(=O)N1Cc2cc(C(=O)NCC3CC3)nc(-c3cccc(-c4cncnc4)c3)c2[C@@H]1CCO	-0.2	10	.	-6
C[C@H]1CCCCO[C@@H](CN(C)Cc2ccncc2)[C@@H](C)CN([C@@H](C)CO)C(=O)c2cc(NC(=O)Cc3ccccc3)ccc2O1	4.1	0	99*	-55
CNC[C@H]1Oc2c(NS(=O)(=O)c3cccs3)cccc2C(=O)N([C@@H](C)CO)C[C@H]1C	-0.8	-2	-8	16
CCCC#Cc1cnc2c(c1)C(=O)N([C@H](C)CO)C[C@H](C)[C@@H](CN(C)Cc1ccccc1F)O2	1.4	.	86	-31
C[C@H](NC(=O)C[C@H]1C[C@@H]2c3cc(NC(=O)NC4CCCCC4)ccc3O[C@@H]2[C@H](CO)O1)c1ccccc1	-1.4	.	22	4
C[C@@H]1CCCCO[C@H](CN(C)C(=O)c2ccccc2)[C@@H](C)CN([C@H](C)CO)C(=O)c2cc(NS(=O)(=O)c3ccc(F)cc3)ccc2O1	-1.5	-2	31	-21

Compound profiles, as listed above. Values in the order: GASC1 inh | C diff growth | T cruzi growth | Pf Dd2 growth
Shown for C[C@@H]1CN([C@H](C)CO)C(=O)c2c(c3ccccc3n2C)-c2ccccc2CO[C@@H]1CN(C)Cc1cccc(C(F)(F)F)c1 → -2.9 | 23 | . | -87*
Shown for CC=Cc1ccc2n(c1=O)C[C@@H]1[C@@H](CO)[C@H](C(=O)NC3Cc4ccccc4C3)N(CCC)[C@H]21 (mixture of isomers) → 3.9 | 9 | 26 | -17
